Screens deposited in PubChem BioAssay by National Center for Advancing Translational Sciences (NCATS).
MCF10A rereplic: A quantitative high throughput screen for small molecules that induce DNA re-replication in MCF 10a normal breast cells; 350,000 compounds, 2.9% hits; Potency, µM (titrated, usually from 46.1 µM), inactives show at the highest dose activity, positive = re-replication, actives largely listed as activators; AID 624296, 2012; MCF 10A DNA re-replication, Hoechst nuclear intensity, 48 h; also: potency is read from the fitted curve at half-maximal effect; % of control where 0% means no effect; nearly all actives have a fitted effect of over 50% in size
ATXN2 expr inh: Primary qHTS for Inhibitors of ATXN expression. 360,000 compounds, 0.72% hits. Potency, µM (highest dose often 57 µM), without a hit: at the top dose activity change, negative = inhibition, most hits filed as inhibitors. HEK-293 ATXN2-luciferase reporter, luminescence, 24 h; also: potency is read from the fitted curve at half-maximal effect; % is scaled to controls: 0 for no effect and ±100 for the full control effect; nearly all actives have a fitted effect of over 55% in size
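ATXN2-luciferase reporter cells (luciferase flanked by upstream and downstream ATXN2 gene portions) were treated 24 h at 37 °C with compounds at up to 57 uM. SteadyGlo luminescence gave expression; GF-AFC fluorescence gave viability.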
KB-V1 cytotox: qHTS assay for MDR1-selective chemotherapeutics: Primary screen using the drug-selected MDR subline cells KB-V1; KB-V1 MDR cells viability, CellTiter-Glo, 72 h; Potency, µM (titrated, usually from 46.1 µM), inactives show at the highest dose activity change, negative = cytotoxicity, most hits filed as cytotoxic; AID 1347076, 2019; 400,000 compounds, 3.4% hits; also: potency is read from the fitted curve at half-maximal effect; % is scaled to controls: 0 for no effect and ±100 for the full control effect; nearly all actives have a fitted effect of over 60% in size
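Following 72 h at 37 degrees C with compound, KB-V1 cell viability was read by CellTiter-Glo luminescence, medium being phenol-red-free DMEM plus 10% FBS; concentration-response parameters came from normalized, curve-fitted qHTS data.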
SW480 rereplic: A quantitative high throughput screen for small molecules that induce DNA re-replication in SW480 colon adenocarcinoma cells; AID 624297, 2012; 340,000 compounds, 1.8% hits; SW480 DNA re-replication, Hoechst DNA content imaging, 48 h; Potency, µM (doses to about 46.1 µM), inactives show at the top dose re-replication activation, hits mostly activators; also: potency is read from the fitted curve at half-maximal effect; % of control where 0% means no effect; nearly all actives have a fitted effect of over 55% in size
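Treated cells incubate 48 hr (37 C, 5% CO2), are stained 40 min with Hoechst, and nuclear fluorescence is enumerated; a rise in nuclei with high DNA signal marks re-replication.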
WRN helicase inh: qHTS for Inhibitors of WRN Helicase. Bifunctional 3'-5' exonuclease/ATP-dependent helicase WRN (Homo sapiens), Q14191. WRN helicase unwinding, fluorescent forked duplex, kinetic. Potency, µM (titrated, usually from 114 µM), for the others: top-dose activity change, negative = inhibition, actives largely listed as inhibitors. 360,000 compounds, 0.46% hits. AID 651768, 2012; also: potency is read from the fitted curve at half-maximal effect; % is scaled to controls: 0 for no effect and ±100 for the full control effect; nearly all actives have a fitted effect of over 55% in size
Target sequence (Q14191 whole entry, looked up): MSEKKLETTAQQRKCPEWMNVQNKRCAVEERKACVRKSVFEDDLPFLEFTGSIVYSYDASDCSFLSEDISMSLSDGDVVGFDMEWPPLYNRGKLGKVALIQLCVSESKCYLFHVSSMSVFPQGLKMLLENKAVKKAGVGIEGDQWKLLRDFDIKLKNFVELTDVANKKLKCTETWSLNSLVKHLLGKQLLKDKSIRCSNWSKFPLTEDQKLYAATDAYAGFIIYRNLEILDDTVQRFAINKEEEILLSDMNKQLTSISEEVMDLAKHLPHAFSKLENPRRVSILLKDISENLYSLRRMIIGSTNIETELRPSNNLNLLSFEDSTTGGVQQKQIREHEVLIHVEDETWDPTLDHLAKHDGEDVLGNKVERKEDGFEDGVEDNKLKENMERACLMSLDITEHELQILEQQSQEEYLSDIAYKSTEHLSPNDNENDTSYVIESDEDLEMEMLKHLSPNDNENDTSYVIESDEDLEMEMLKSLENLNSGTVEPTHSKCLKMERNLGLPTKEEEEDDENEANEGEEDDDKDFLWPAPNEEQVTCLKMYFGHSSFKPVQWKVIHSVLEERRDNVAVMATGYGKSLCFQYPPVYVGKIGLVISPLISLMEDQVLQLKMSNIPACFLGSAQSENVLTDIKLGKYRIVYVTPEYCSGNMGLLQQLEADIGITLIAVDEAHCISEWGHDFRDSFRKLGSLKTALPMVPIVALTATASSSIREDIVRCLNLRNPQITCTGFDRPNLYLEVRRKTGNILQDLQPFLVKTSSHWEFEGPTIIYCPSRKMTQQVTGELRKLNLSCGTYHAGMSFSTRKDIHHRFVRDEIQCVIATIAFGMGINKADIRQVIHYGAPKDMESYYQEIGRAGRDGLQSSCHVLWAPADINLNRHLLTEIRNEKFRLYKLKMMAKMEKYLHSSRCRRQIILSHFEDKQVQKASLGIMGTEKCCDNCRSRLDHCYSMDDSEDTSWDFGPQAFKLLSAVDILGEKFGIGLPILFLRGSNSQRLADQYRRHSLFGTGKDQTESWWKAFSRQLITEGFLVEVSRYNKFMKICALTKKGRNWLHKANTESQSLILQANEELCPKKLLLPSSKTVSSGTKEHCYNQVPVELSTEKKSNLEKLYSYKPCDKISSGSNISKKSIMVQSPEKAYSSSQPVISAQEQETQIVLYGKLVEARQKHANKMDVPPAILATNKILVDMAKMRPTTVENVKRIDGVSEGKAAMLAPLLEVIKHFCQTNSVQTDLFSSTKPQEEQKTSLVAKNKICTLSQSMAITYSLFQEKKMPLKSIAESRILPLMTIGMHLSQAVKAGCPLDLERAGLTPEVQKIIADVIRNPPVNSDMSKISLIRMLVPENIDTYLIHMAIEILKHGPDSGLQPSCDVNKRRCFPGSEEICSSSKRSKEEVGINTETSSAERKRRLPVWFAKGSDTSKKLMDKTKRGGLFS
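Screening of the MLSMR collection measured strand separation of a quenched forked DNA duplex (100 nM) by 20 nM WRN with 2 mM ATP, all final. Compounds were preincubated with enzyme 15 min at room temperature.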
IL-1B inflam inh: qHTS for Inhibitors of Inflammasome Signaling: IL-1-beta AlphaLISA Primary Screen | THP-1 LPS/ATP IL-1B secretion, AlphaLISA, 16 h; stronger effect = lower value | activity change, % at 57.5 µM | 360,000 compounds, 4.7% hits | AID 743279, 2014; in the data active = activity change below about -50%; inconclusive = mostly about -30% to -49%; also: % is scaled to controls: 0 for no effect and ±100 for the full control effect
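Secreted IL-1B measured by AlphaLISA bead assay after 16 h compound exposure of THP-1 cells; compounds (final up to 57.5 uM) added 1 h before LPS (250 ng/mL) and ATP (1.25 mM) stimulation; lower signal means less secretion.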
KB-3-1 tox: qHTS assay for MDR1-selective chemotherapeutics: Primary screen using the parental adenocarcinoma cell KB-3-1 | KB-3-1 viability, CellTiter-Glo ATP luminescence, 72 h | Potency, µM (series often up to 46.1 µM), for inactives: top-dose activity change, negative = cytotoxic, most hits filed as cytotoxic | 400,000 compounds, 1.4% hits | AID 1347075, 2019; also: potency is read from the fitted curve at half-maximal effect; % is scaled to controls: 0 for no effect and ±100 for the full control effect; nearly all actives have a fitted effect of over 60% in size
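Using CellTiter-Glo luminescence, growth of non-resistant KB-3-1 adenocarcinoma cells is assessed 72 h after pin-tool compound addition at 37 °C. Normalized responses across the concentration series yield fitted curves.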
HT1080NT lethal: qHTS for induction of synthetic lethality in tumor cells producing 2HG: qHTS for the HT-1080-NT fibrosarcoma cell line | HT-1080-NT fibrosarcoma viability, CellTiter-Glo ATP luminescence, 48 h | Potency, µM (series often up to 46.1 µM), without a hit: at the highest dose activity, negative = less viability, usual class: cytotoxic | 360,000 compounds, 1.6% hits | AID 686970, 2013;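 also: NT is the 2HG producing partner of a matched IDH1 knockdown line; potency is read from the fitted curve at half-maximal effect; 0% = DMSO-treated cells and -100% = media-only wells without cells; nearly all actives have a fitted effect of over 55% in size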
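Fibrosarcoma NT cells, 750 per well in 5% FBS RPMI, were exposed to compound for 48 hours. Viability: CellTiter-Glo luminescence.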
HT1080 IDH1KD tx: qHTS for induction of synthetic lethality in tumor cells producing 2HG: qHTS for the HT-1080-IDH1KD cell line; Potency, µM (highest dose often 46.1 µM), inactives show at the top dose activity, negative = toxicity, hits mostly cytotoxic; HT-1080 IDH1 knockdown viability, ATP luminescence, 48 h; AID 686971, 2013; 360,000 compounds, 2% hits;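 also: potency is read from the fitted curve at half-maximal effect; 0% = DMSO wells and -100% = cell-free medium wells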
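Assay cells: HT-1080 with IDH1 knockdown, 750 per well, RPMI/5% FBS. Exposure: 48 h at 37 °C following 2 h pre-incubation. Read: CellTiter-Glo luminescence; fitted concentration-response, curve class assigned.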
An asterisk follows results filed as active; ? = inconclusive; . = no result given; & = joins results of further samples; [ ] = remark or other dose. Unless noted, calls follow the shape of the dose curve; as a rule, active = well fitted curve in the direction sought with a large enough effect; inconclusive = small, poorly fitted or top-dose-only effect, or another doubt; inactive = no such curve, though single readings can be large; an effect the other way counts as inactive or inconclusive.

SMILES	MCF10A rereplic	ATXN2 expr inh	KB-V1 cytotox	SW480 rereplic	WRN helicase inh	IL-1B inflam inh	KB-3-1 tox	HT1080NT lethal	HT1080 IDH1KD tx
COc1ccccc1CC(=O)N(CCC1=CCCCC1)c1c(N)n(Cc2ccccc2)c(=O)[nH]c1=O	7%	-3%	6%	3%	-17%	4	0%	-4%	-2%
O=C(Nc1nnc(-c2cccs2)o1)c1cccc(F)c1	-5%	?	-15%	?	-4%	65	?	-23%	?
O=C(Cc1ccccc1)Nn1c(O)c(/C=C2\C=Nc3ccccc32)sc1=S	?	6%	-6%	?	-5%	17	?	-14%	-17%
CN(Cc1ccccc1)C1(CNC(=O)CCC(F)(F)F)Cc2ccccc2C1	-1%	6%	?	-4%	1%	17	-8%	-10%	-18%
CCC1=Nc2cc(C(=O)NCCN3CCOCC3)ccc2Sc2ccc(Br)cc21	-1%	7%	2%	1%	-2%	-4	11%	-2%	-14%
CCOc1ccc(N2C(=O)c3cccnc3C2Nc2ccc(C)c(C)c2)cc1 (centres undefined)	10%	9%	10%	0%	-2%	-13	18%	7%	2%
CN(c1ccccc1)S(=O)(=O)c1ccc(Cl)c(C(=O)OCC(=O)N2CCOCC2)c1	-6%	-10%	?	0%	0%	40	11%	4%	8%
Cc1ccc(C)c(SCC(=O)OCC(=O)N2CC(C)OC(C)C2)c1 (centres undefined)	-2%	4%	-2%	-1%	-8%	7	-6%	-6%	-1%
CCOc1ccc(S(=O)(=O)N(CC)CC)cc1N	3%	.	-1%	-64%[inhibitor]	8%	-1	-20%	2%	-7%
Cc1cc(COc2ccccc2O)on1	14%	10%	?	-5%	5%	6	9%	15%	13%
O=C(NCc1ccncc1)c1cc(S(=O)(=O)N2CCOCC2)c(Cl)cc1Cl	5%	2%	?	-2%	-4%	9	1%	1%	1%
COC(=O)c1nn(-c2ccc(OC)cc2)c(=O)cc1NN	10%	12%	?	0%	-9%	44	14%	-2%	0%
COc1ccc(O)c(C(=O)c2cc(C#N)c(=O)n(CC3CCCO3)c2)c1 (centres undefined)	-4%	3%	-3%	3%	-5%	0	-11%	-6%	0%
N#CCCN1CCN(S(=O)(=O)c2ccc(S(=O)(=O)N3CCCC3)cc2)CC1	-4%	2%	0%	7%	1%	0	5%	10%	4%
CCN(CC)c1ccc(C(=O)N/N=C(\C)c2ccc(OC)c(OC)c2)cc1	0%	2%	?	-10%	-5%	6	?	-13%	?
Cc1noc(C)c1NC(=O)Nc1ccc2c(c1)C(=O)N([C@H](C)CO)C[C@H](C)[C@@H](CN(C)C(=O)NC1CCCCC1)O2	7%	3%	-2%	-6%	-6%	52	?	2%	-7%
N=c1c(C(=O)NCC2CCCO2)cc2c(=O)n3ccccc3nc2n1Cc1ccc(F)cc1 (centres undefined)	9.2µM*	-28%	-8%	18µM*	6%	-20	2%	-1%	-8%
CC1CCCN(CCCNC(=O)c2ccc(NC(=O)C3=CSCCO3)cc2)C1 (centres undefined)	-5%	.	-2%	-3%	6%	-9	-1%	1%	1%
CCC(=O)N(Cc1cc2c(C)ccc(C)c2[nH]c1=O)C1CCCCC1	-3%	8%	?	6%	-2%	-12	?	-11%	-11%
COc1cc(N(C(C)=O)c2ccc(O)c(C(=O)O)c2)c2ncccc2c1	.	.	1%	.	-7%[11.6 µM]	-12	22%	6%	3%
CN(CC(=O)Nc1ccc(F)cc1)C(=O)COc1ccc([N+](=O)[O-])cc1Cl	1%	2%	?	-6%	6%	-26	-2%	-21%	-18%
Cn1c(Cn2c(=O)sc3ccccc32)nnc1SCC(=O)N1CCOCC1	-2%	8%	7%	-5%	0%	22	0%	6%	5%
CCN(CC(=O)Nc1ccc(NC(C)=O)cc1)C(=O)c1ccc2c(c1)S(=O)(=O)N=C1CCCCCN12	?	-13%	-8%	14%	-7%	3	-2%	-28%	-3%
COC(=O)[C@]1(C)N[C@H](CN(C)S(=O)(=O)c2ccc(-c3ccccc3)cc2)[C@@H]2C(=O)N(C)C(=O)[C@@H]21	3%	-5%	-8%	-2%	2%	-4	2%	2%	3%
NCCNC[C@@H]1COC2(CCCCCCCCCCC2)O1	?	0%	?	?	4%	-68*	-19%	15µM*	?

3 structures from above, ordered by SMILES length, ascending:
SMILES	MCF10A rereplic	ATXN2 expr inh	KB-V1 cytotox	SW480 rereplic	WRN helicase inh	IL-1B inflam inh	KB-3-1 tox	HT1080NT lethal	HT1080 IDH1KD tx
CC1CCCN(CCCNC(=O)c2ccc(NC(=O)C3=CSCCO3)cc2)C1 (centres undefined)	-5%	.	-2%	-3%	6%	-9	-1%	1%	1%
CN(CC(=O)Nc1ccc(F)cc1)C(=O)COc1ccc([N+](=O)[O-])cc1Cl	1%	2%	?	-6%	6%	-26	-2%	-21%	-18%
COc1ccccc1CC(=O)N(CCC1=CCCCC1)c1c(N)n(Cc2ccccc2)c(=O)[nH]c1=O	7%	-3%	6%	3%	-17%	4	0%	-4%	-2%

(list continues)
SMILES	MCF10A rereplic	ATXN2 expr inh	KB-V1 cytotox	SW480 rereplic	WRN helicase inh	IL-1B inflam inh	KB-3-1 tox	HT1080NT lethal	HT1080 IDH1KD tx
Cc1sc2c(c1C)c(=O)n(-c1ccccc1)c(=O)n2CC(=O)NCC1CCCO1 (centres undefined)	0%	.	-8%	?	-3%	-5	1%	3%	-2%
C/C(=N\NC(=S)Nc1cccc(C)c1)c1ccccc1	0%	42%[activator]	-16%	-8%[9.22 µM]	-20%	10	-7%	-1%	1%
Cc1oc(-c2ccccc2F)nc1CS(=O)(=O)CC(=O)NCCCN1CCN(C)CC1	?	.	0%	-6%	-3%	4	-2%	1%	0%
CN(C)c1ccc(N2C(=NC(=O)CCc3ccccc3)SC3CS(=O)(=O)CC32)cc1 (centres undefined)	4%	3%	-11%	-6%	-5%	-9	-4%	-4%	3%
O=C1NCCOC(=O)[C@H](Cc2ccc(F)cc2)CC/C=C/C[C@H]1CC(=O)N(CCO)Cc1ccccc1	17%	-7%	5%	-3%	8%	-6	2%	-1%	-4%
CCCCc1c(C)nc2c(OC)cccc2c1SCC(=O)O	4%	0%	25%&4%	4%	9%	12	10%&0%	5%	-6%
OC(c1nc2ccccc2[nH]1)C(O)c1nc2ccccc2[nH]1 (centres undefined)	-1%	-3%	2%	-6%	-5%	19	5%	-3%	-1%
CC(C)Oc1ccc(C(=O)Nc2ccc(N3CCN(C(=O)c4ccco4)CC3)cc2)cc1	?	-10%	-19%	-5%	5%	3	8%	-1%	-22%
Cc1nnc(SCC(=O)Nn2cnnc2)s1	1%	11%	-24%	0%	-5%	-2	-12%	19%	18%
Cc1ccc(C(=O)OCC(=O)Nc2c(C)n(C)n(-c3ccccc3)c2=O)cc1[N+](=O)[O-]	6%	-7%	16%	-20%	9%	-9	-8%	3%	6%
COc1ccc(NC(=O)CCc2nnc3ccc(N4CCN(c5cccc(OC)c5)CC4)nn23)cc1	-17%	.	1%	-11%	8%	-1	-13%	-8%	-1%
CCCSc1nnc(C(C)C)n1N	11%	-2%	-7%	0%	6%	6	-3%	6%	17%
CCC(=O)Nc1nonc1-c1nc2ccccc2n1Cc1ccccc1	?	-13%	?	8%	-4%	-11	?	?	?
CN1C(=O)c2ccccc2C(C(=O)NCCCN2CCCC2=O)C1c1c[nH]c2ccccc12 (centres undefined)	0%	9%	11%	0%	-21%	14	-10%	1%	5%
O=C(Cc1cccs1)N/N=C/C(Br)=C/c1ccccc1	18µM*	13%	-29%	14%	3%	-7	3%	?	?
Cc1ccc2nc(C)cc(C(=O)OCC(=O)c3ccc(Cl)c([N+](=O)[O-])c3)c2c1	?	-12%	13%	-1%	-32%	-68*	-7%	-6%	-4%
C=CCSc1nnc(-c2cccnc2)o1	-2%	2%	17%	-3%	5%	-15	2%	1%	9%
COc1ccc([C@H]2N[C@]3(CCCN(Cc4ccc(C(F)(F)F)cc4)C3=O)[C@H]3C(=O)N(Cc4ccccc4)C(=O)[C@@H]23)cc1	.	-6%	?	.	-6%	0	0%	-27%	?
CCNS(=O)(=O)c1ccc(CCC(=O)Nc2ccccc2)cc1	-8%	-13%	-15%	-11%	6%	1	-4%	23%	1%
CC(=O)N1CCN(C(=O)CNC(=O)c2cccs2)CC1	-1%	4%	?	4%	-1%	0	16%	5%[9.24 µM]	3%
CC(=O)NC(c1cccs1)c1cc(Cl)c2ccccc2c1O (centres undefined)	?	-17%	-11%	5%	.	.	0%	.	.
COC(=O)CSc1nc2ccc(C)cc2[nH]1	-2%	-4%	14%	-3%	-13%	4	11%	10%	8%
CCCCCn1c(=O)[nH]c2cc(C(=O)NC3CCN(Cc4ccccc4)CC3)ccc2c1=O	?	-16%	19%	?	-5%	36	-7%	13%	12%
COc1ccc(N2CCN(CCCNC(=O)c3ccc(CS(=O)(=O)c4ccc(OC)cc4)o3)CC2)cc1	24%	-14%	-2%	1%	5%	0	0%	0%	-1%
C=CCn1c(=O)c2c(nc3n2CC(C)CN3c2cccc(OC)c2)n(C)c1=O (centres undefined)	5%	7%	2%	-10%	-2%	-11	-2%	2%	2%
O=c1[nH]c(C2CCN(S(=O)(=O)c3ccccc3)CC2)nc2c1nnn2Cc1ccccc1	1%	-6%	-4%	-7%	0%	-7	3%	-5%	-1%
